Bioassay records from PubChem BioAssay.
SRC3 TRFRET art – counter-screen for PPARgamma SRC-3 recruitment agonists: TR-FRET artefact | PPARgamma/SRC-3 format; hits give high values | TR-FRET ratio at 8 µM | 0.39% of 99,000 active; in the data active = TR-FRET ratio above about 2000; also: inactives centre near 1600; reference of the scale not given here
SRC1 TRFRET art – counter-screen for PPARgamma SRC-1 recruitment agonists: TR-FRET artefact; TR-FRET detection artefact counter-screen, emission ratio; hits give high values; TR-FRET ratio at 8 µM; 0.34% of 99,000 active; in the data active = TR-FRET ratio above about 2300; also: inactives centre near 1800; reference of the scale not given here
* hit, by the source's call. Some of the compounds tested; rates above refer to the full screens.

SMILES	SRC3 TRFRET art	SRC1 TRFRET art
Cc1ccc(C)c(C(=O)OCC(=O)Nc2cccc(S(=O)(=O)NC3=NCCCCC3)c2)c1	1626	1706
CCOc1ccc(NC(=S)Nc2ccccc2C2(C)CC2)cc1	1865	1845
O=C(N/N=C/c1cn(-c2ccccc2)nc1-c1cccnc1)c1cccnc1	1612	2335*
CS(=O)(=O)NCCOc1ccc(S(=O)(=O)NCCOc2ccccc2)cc1	1500	1854
O=C(O)/C=C/C(=O)Nc1ccc(OC(F)F)cc1	1460	1745
O=C(CSc1nnc(Nc2ccccc2)s1)Nc1cccnc1Cl	1772	1935
CCC(CO)[n+]1c(C)cc(/C=C2\Sc3ccccc3N2Cc2ccccc2)cc1C (centres undefined)	1428	2036
CCOc1ccc(/C=C/C(=O)C(C(N)=O)=C2SCCS2)cc1	1673	1951
COc1cc(/C=N/NC(=O)CCN2CCN(Cc3ccccc3)CC2)cc(OC)c1OC	1442	1875
Cc1ccc2nsnc2c1NC(=O)c1ccc([N+](=O)[O-])cc1	1582	2091
C/C(Cn1nnc([N+](=O)[O-])n1)=N\NC(=O)c1ccncc1	1859	2088
O=C(O)COc1c(-c2ccco2)oc2ccccc2c1=O	1477	1687
O=[N+]([O-])c1ccc(N/N=C/c2ccc(OCc3cccc4ccccc34)cc2)nc1	1615	2057
COc1cc2cc(CN(CCCN3CCOCC3)C(=O)Nc3ccc(F)cc3)c(=O)[nH]c2cc1OC	1405	1626
O=[N+]([O-])c1cc(Cl)ccc1-c1nc(-c2ccccc2)no1	1611	1830
O=C(CN1CCCc2ccccc21)N/N=C/c1ccccc1	1403	1842
C[C@@H](C(=O)NCC1CC1)[C@H]1C[C@]1(C)[C@H](NC(=O)OCc1ccccc1)c1ccccc1	1572	1639
Cc1ccc(C(=O)OC2CCCN(C)C2)cc1 (centres undefined)	1526	1733
CN(C)C(=O)c1cn(-c2ccccc2)nc1-c1cccc([N+](=O)[O-])c1	1548	1997
Cc1cc(Cl)ccc1N=C1N=C(N)c2ccccc21	1576	1896
Cc1nc(N2CCN(C(=O)c3ccco3)CC2)c2c3c(sc2n1)CCC3	1456	1765
Cc1cccc(N2CCN(C(=O)c3cc(C)oc3C)CC2C)c1 (centres undefined)	1532	2332*
CCc1c(C)nc(SCC(=O)N2CCN(c3ccccc3)CC2)[nH]c1=O	1578	1892
Cc1ccc2[nH]c(C(=O)O)c(NC(=O)c3ccccc3[N+](=O)[O-])c2c1	1782	1916
CCOC(=O)C1CCN(CC(=O)Nc2ccc(OC)c(Cl)c2)CC1	1566	1889
Nc1ccc2c(c1)Oc1ccccc1C=C2	1473	1767
c1ccc(-c2csc(N3CCSCC3)n2)cc1	1511	1867
CC(=O)N[C@@H](Cc1c[nH]c2ccccc12)C(=O)OCC(=O)Nc1ccc(Cl)c(S(=O)(=O)N(C)C)c1	1504	1813
Cc1ccc(C)c(NC(=S)Nc2ccc(S(=O)(=O)Nc3ncccn3)cc2)c1	1704	1564
COCCCNC(=O)CC1C(=O)N(Cc2ccccc2)C(C)c2nc3ccccc3n21 (centres undefined)	1568	1628
O=C(COc1ccc([N+](=O)[O-])cc1)NCc1ccncc1	1763	1900
Cc1ccc(C(=O)N2CCN(c3ncnc4c(-c5ccccc5)nsc34)CC2)cc1	1757	1646
COc1ccc(CC(=O)O/N=C(\N)Cc2cccc3ccccc23)cc1	1307	1809
Cc1nnc(SC(=O)N2c3ccccc3Sc3ccccc32)s1	1549	1788
Cc1cc(C)c2c(=O)n(CC(=O)NCCCN3CCN(c4ccccc4F)CC3)sc2n1	1570	1636
c1ccc(CC2CCCNC2)cc1 (centres undefined)	1630	1903
CCOC(=O)C1CCN(C(=S)Nc2ccc(C)cc2)CC1	1700	1696
CC(=O)NNC(=O)CCn1nnc(-c2ccc(Cl)cc2)n1	1450	1627
Cc1cc(C)n(-c2cc(N3CCN(C(=O)c4cccc(F)c4)CC3)ccc2[N+](=O)[O-])n1	1803	1994
CCc1ccc(/C=C2\SC(=S)N(CCC(=O)N3CCN(C)CC3)C2=O)cc1	1766	2015
S=C(Nc1ccc(Cl)cc1)Nc1ccc2cn[nH]c2c1	1352	1769
Cc1ccc(CNC(=O)CN2C(C)CCCC2C)cc1 (centres undefined)	1398	1711
COCCN(C(=S)Nc1cccc(C)c1)C(C)c1cccnc1 (centres undefined)	1351	1748
OC(COC(c1ccc(Cl)cc1)c1ccc(Cl)cc1)CN1CCc2ccccc2C1 (centres undefined)	1666	1810
CCN(c1ccccc1)S(=O)(=O)c1ccc(Cl)c(NC(=O)COC(=O)c2ccc(Cl)c(N)c2)c1	1558	1881
OCCCN1CCN(CCCOc2ccccc2-c2ccccc2)CC1	1533	2151
CCOC(=O)c1cc(-c2ccccc2)sc1NC(=O)c1cc(OC)c(OC)c(OC)c1	1468	1600
CC(C)Cc1cc(C(=O)NCCCN2CCOCC2)no1	1323	2020
Cc1[nH]n(-c2ccccc2)c(=O)c1C(=O)c1cccc(F)c1	1754	1818
Cc1cccc(N2CC(c3nc4ccccc4[nH]3)CC2=O)c1 (centres undefined)	1626	1787

Single values from above:
Under SRC1 TRFRET art, `CC(=O)NNC(=O)CCn1nnc(-c2ccc(Cl)cc2)n1` is entered as 1627
Under SRC3 TRFRET art, `Cc1ccc2[nH]c(C(=O)O)c(NC(=O)c3ccccc3[N+](=O)[O-])c2c1` is entered as 1782

A draw from above in order of count of non-hydrogen atoms, highest first.
SMILES	SRC3 TRFRET art	SRC1 TRFRET art
CCN(c1ccccc1)S(=O)(=O)c1ccc(Cl)c(NC(=O)COC(=O)c2ccc(Cl)c(N)c2)c1	1558	1881
OC(COC(c1ccc(Cl)cc1)c1ccc(Cl)cc1)CN1CCc2ccccc2C1 (centres undefined)	1666	1810
OCCCN1CCN(CCCOc2ccccc2-c2ccccc2)CC1	1533	2151

Next section
SMILES	SRC3 TRFRET art	SRC1 TRFRET art
CCN(CC)CCCNC(=O)CN1C(=O)CSc2ccc(S(=O)(=O)N3CCOCC3)cc21	1439	1885
CCOC(=O)C1CCN(C(=O)CN(c2ccc(OC)c(OC)c2)S(=O)(=O)c2ccccc2)CC1	1751	1592
CC(=O)Nc1ccc(C(=O)n2nc(C)cc2C)cc1	1648	1574
O=S1(=O)CCN2N=C(C3CC3)SC2=N1	1542	1710
COCCNC(=O)Nc1ccc2c(c1)N(C)C(=O)c1ccccc1S2	1532	1690
C#Cc1ccc([C@@H]2C=C(C(=O)NCc3ccccc3)O[C@H](OCC)[C@H]2CCCO)cc1	1595	1808
Cc1cc(C)c(S(=O)(=O)Nc2cccnc2)c(C)c1	1882	1692
O=C(COC(=O)c1cccc([N+](=O)[O-])c1)NCc1cccs1	1591	1854
COc1ccc(/C=N/OCC(=O)NC(c2ccccc2)c2ccccc2)c(OC)c1	1474	2000
CCC(C(=O)OCC(=O)Nc1cc(Cl)ccc1Cl)c1ccccc1 (centres undefined)	1406	1620
Cc1ccc(C)c(NC(=S)NC(C)C(c2ccccc2)N2CCN(C)CC2)c1 (centres undefined)	1613	1866
COc1ccc(N2C(S)=C(C#N)C(=O)NC2c2ccc(OC)c(OC)c2)cc1 (centres undefined)	1685	1796
CCc1cccc2c(C(=O)COC(=O)/C=C/c3ccc(O)c(OC)c3)c[nH]c12	1744	1626
Nc1nc(-c2ccccc2)c(N=Nc2ccc(Cl)cc2)s1	1872	1895
Cc1ccc(NC(=S)N(CCN2CCCCC2)Cc2ccco2)cc1	1430	1597
CN(CCC1CCCCO1)Cc1cn(C)nc1-c1ccc2c(c1)OCCO2 (centres undefined)	1682	1862
O=C(Cc1ccsc1)N1CCc2c([nH]c3ccccc23)C1c1ccccn1 (centres undefined)	1585	1947
COc1ccc(OC)c(N=C(C)C2=C(O)COC2=O)c1	1746	1967
COc1ccc(C(=O)C2CCCN(Cc3cn(C)nc3-c3ccccc3)C2)cc1F (centres undefined)	1553	1765
Cc1ccc(/C=N/n2c(-c3ccncc3)n[nH]c2=S)o1	1471	1680
C#CCOCCOCCOCCNc1nc(N2CCN(C(=O)Cn3cc(CCCN=C(N)N)nn3)CC2)nc(N2CCN(C(=O)[C@H](C)n3cc(CCCN=C(N)N)nn3)CC2)n1	1280	1475
COc1ccc(-c2csc3ncnc(Nc4ccc(O)cc4)c23)cc1	1461	1826
CC(=O)C1=C(O)C(=O)N(c2ccc(S(=O)(=O)Nc3nccs3)cc2)C1c1ccc([N+](=O)[O-])cc1 (centres undefined)	1733	1858
CCOC(=O)[C@H]1O[C@@H]1C(=O)N[C@@H](CC(C)C)C(=O)NCCC(C)C	1400	1519
O=C(CCCN1C(=O)/C(=C\c2ccco2)SC1=S)Nc1cccc2ccccc12	1422	1556
O=C(COC(=O)C1CCCCC1)Nc1ccccc1OC(F)F	1451	1665
Cc1ccc(-n2c(-c3ccccc3)cc(/C=N/NC(=O)CC#N)c2-c2ccccc2)cc1	1291	1758
O=C(CNC(=S)N(Cc1ccccc1F)C1CCCCC1)NCC1CCCO1 (centres undefined)	1430	2051
O=C(NC1CCCCCCC1)c1cc(COc2ccc3ncccc3c2)on1	1590	2168
O=C(NNS(=O)(=O)c1ccccc1)C1CC(c2cccnc2)=NO1 (centres undefined)	1694	1911
CC(C)c1ccc(C(=O)NCCCN(C)C)cc1	1427	1974
O=C(Nc1cc(SCCO)cc([N+](=O)[O-])c1)c1ccco1	1492	1893
O=C(c1cccs1)N1CCN(S(=O)(=O)c2ccc(F)cc2)CC1	1599	1895
COc1ccc(CNC(=O)CCCn2nc(C)c([N+](=O)[O-])c2C)cc1	1435	1649
CCCc1cc(=O)[nH]c(SCc2nc3ccc([N+](=O)[O-])cc3[nH]2)n1	1605	1898
Cc1ccc(C(C(=O)Nc2ccc3c(c2)OCO3)N(C)C(=O)Cc2c[nH]c3ccccc23)cc1 (centres undefined)	1584	1931
CCOC(=O)N1CCC(N2CCN(CCC(C)C)C(CCO)C2)CC1 (centres undefined)	1543	1853
CC(C)N1CCN(Cc2ccsc2)CC1CCO (centres undefined)	1396	1690
O=C(COC(=O)CNC(=O)c1ccccc1)Nc1ccc(S(=O)(=O)N2CCCC2)cc1	1469	1733
COc1ccc(/C=N/NC(=O)CNC(=O)c2ccc(S(=O)(=O)N3CCOCC3)cc2)cc1OC	1413	1606
COc1ccccc1CNc1ccccc1F	1547	1674
COCC(=O)NCCc1nc2ccccc2[nH]1	1547	1861
CC1(C)Cc2nc(NC3CCCCC3)c(C#N)cc2CO1	1499	1697
NS(=O)(=O)c1ccc(CCNC(=O)CCCCCNc2nc(=S)[nH]c3ccccc23)cc1	1709	1728
CCOC(=O)C1C(=O)OC(C)(C)C1C(CC)C(=O)c1ccccc1 (centres undefined)	1460	1560
Cc1scc(-c2n[nH]c(=S)n2Cc2ccccc2)c1C	1582	1996
NN=C1c2cc([N+](=O)[O-])ccc2-c2ccc([N+](=O)[O-])cc21	1736	1783
Oc1ccc(/C=N/Nc2ccccc2)cc1	1732	1944
Cc1ccccc1-n1c(C)cc(/C=C(\C#N)C(=O)NCC2CCCO2)c1C (centres undefined)	1491	1640
Cc1cc(=O)[nH]c(N/N=C/c2c(C)nn(-c3ccccc3)c2C)n1	1543	1696
(more compounds)
SMILES	SRC3 TRFRET art	SRC1 TRFRET art
CCOC(=O)c1nn(-c2ccccc2)c(=O)c2c(NC(C)=O)scc12	1545	2014
N#Cc1ccc(C(=O)N/N=C/c2cn(CC(=O)O)c3ccccc23)c(F)c1	1540	1494
COc1ccc(N(CC(=O)Nc2c(C)cccc2C)S(=O)(=O)c2ccccc2[N+](=O)[O-])c(OC)c1	1530	1704
CS(=O)(=O)Nc1ccc(C2=NN(S(C)(=O)=O)C(c3cccs3)C2)cc1 (centres undefined)	1497	1689
O=C(c1cccs1)N(Cc1cc2ccccc2[nH]c1=O)c1ccccc1	1487	1812
CCOc1ccc(NC(=S)NNC(=O)c2ccc(Br)cc2)cc1	1384	1372
O=C(CSC1=NCCS1)NC(NC(=O)CSC1=NCCS1)c1ccccc1	1457	1684
O=S(=O)(Nc1nc2ccccc2nc1N1CCN(c2ccccc2)CC1)c1ccc(F)cc1	1553	1861
COc1ccc(N2CCN(C(CNC(=O)C(=O)NCc3cccs3)c3ccco3)CC2)cc1 (centres undefined)	1260	1718
CCCCCCCn1ccc(O)c(CC(=O)OC)c1=O	1371	1639

Compounds from the list above containing a furan ring, fused or not, in the order listed:
SMILES	SRC3 TRFRET art	SRC1 TRFRET art
O=C(O)COc1c(-c2ccco2)oc2ccccc2c1=O	1477	1687
Cc1nc(N2CCN(C(=O)c3ccco3)CC2)c2c3c(sc2n1)CCC3	1456	1765
Cc1cccc(N2CCN(C(=O)c3cc(C)oc3C)CC2C)c1 (centres undefined)	1532	2332*
Cc1ccc(NC(=S)N(CCN2CCCCC2)Cc2ccco2)cc1	1430	1597
Cc1ccc(/C=N/n2c(-c3ccncc3)n[nH]c2=S)o1	1471	1680
O=C(CCCN1C(=O)/C(=C\c2ccco2)SC1=S)Nc1cccc2ccccc12	1422	1556
O=C(Nc1cc(SCCO)cc([N+](=O)[O-])c1)c1ccco1	1492	1893
COc1ccc(N2CCN(C(CNC(=O)C(=O)NCc3cccs3)c3ccco3)CC2)cc1 (centres undefined)	1260	1718

Next part:
SMILES	SRC3 TRFRET art	SRC1 TRFRET art
Cc1cc([N+](=O)[O-])nn1Cc1ccc(C(=O)N/N=C/c2ccc(O)cc2O)cc1	1551	1805
O=C(O)CCNc1nc(C(F)(F)F)nc2ccccc12	1668	1796
COCCn1c(SCC#N)nnc1-c1ccc2c(c1)OCO2	1593	1580
O=C(c1cc([N+](=O)[O-])ccc1N1CCCC1)N1CCCCC1	1731	1813
COC(=O)[C@H](C)NC(=O)/C=C/c1ccc(OC)cc1	1709	2022
O=C1OCCN1/N=C/c1ccc([N+](=O)[O-])o1	1556	1773
COc1ccc(CN(C)CC(=O)NC2CCCc3ccccc32)cc1OC (centres undefined)	1363	1928
CN(C(=O)COC(=O)c1ccc([N+](=O)[O-])cc1N)c1ccccc1	1555	1691
